BAP1 block – blocks human BAP1 ubiquitin-AMC hydrolysis; recombinant BAP1, Ub-AMC hydrolysis fluorescence kinetic; hits give low values; Q92560; activity remaining (% of control), % at 20 µM; 72,000 compounds, 0.48% hits; AID 436;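 active = activity remaining at or below 50% of control, provided the compound also passes the data quality filters; inactive = the rest, including low values that fail the filters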;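 note: 100% = DMSO wells rate and 0% = substrate alone blank rate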
Target sequence (Q92560 whole entry, looked up): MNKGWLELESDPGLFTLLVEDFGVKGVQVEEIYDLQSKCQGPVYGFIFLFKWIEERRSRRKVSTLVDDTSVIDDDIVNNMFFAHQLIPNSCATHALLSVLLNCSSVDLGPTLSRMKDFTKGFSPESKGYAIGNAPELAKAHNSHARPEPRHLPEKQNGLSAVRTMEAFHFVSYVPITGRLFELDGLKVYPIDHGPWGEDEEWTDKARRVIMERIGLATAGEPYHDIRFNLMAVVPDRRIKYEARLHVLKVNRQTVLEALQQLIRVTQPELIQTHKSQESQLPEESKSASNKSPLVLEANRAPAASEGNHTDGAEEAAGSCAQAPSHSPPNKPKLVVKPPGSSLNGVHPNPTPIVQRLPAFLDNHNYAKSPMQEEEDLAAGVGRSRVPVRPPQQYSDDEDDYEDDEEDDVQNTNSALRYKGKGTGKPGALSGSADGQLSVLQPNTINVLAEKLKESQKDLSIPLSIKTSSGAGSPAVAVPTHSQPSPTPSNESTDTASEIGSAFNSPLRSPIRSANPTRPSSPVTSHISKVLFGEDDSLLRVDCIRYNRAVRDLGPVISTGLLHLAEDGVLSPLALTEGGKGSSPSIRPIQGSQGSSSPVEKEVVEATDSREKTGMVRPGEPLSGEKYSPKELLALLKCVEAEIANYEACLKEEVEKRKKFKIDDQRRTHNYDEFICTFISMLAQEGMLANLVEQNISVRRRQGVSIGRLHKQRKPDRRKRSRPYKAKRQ
HePTP inh – human HePTP phosphatase inhibition | inhibition, % at 20 µM | AID 521 | 110,000 compounds, 0.64% hits | P35236 | recombinant HePTP phosphatase activity, OD absorbance; in the data active = inhibition above about 50%;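 note: plate controls were vehicle for no effect and reference inhibitor for full effect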
Target sequence (P35236 whole entry, looked up): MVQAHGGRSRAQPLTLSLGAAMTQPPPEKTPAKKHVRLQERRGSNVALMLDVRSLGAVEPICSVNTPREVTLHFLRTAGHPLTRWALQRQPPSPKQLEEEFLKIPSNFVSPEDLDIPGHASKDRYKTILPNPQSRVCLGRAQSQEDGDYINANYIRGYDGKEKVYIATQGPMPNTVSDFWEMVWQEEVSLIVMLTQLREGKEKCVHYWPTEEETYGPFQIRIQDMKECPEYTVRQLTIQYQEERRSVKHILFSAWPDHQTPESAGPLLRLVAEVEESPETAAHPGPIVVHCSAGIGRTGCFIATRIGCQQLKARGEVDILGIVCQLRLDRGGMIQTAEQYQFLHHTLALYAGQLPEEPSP
An asterisk follows results filed as active; . = not tested or not shown; & = joins results of further samples.

The opening 6 compounds, to show the layout:
Results follow in this order: BAP1 block | HePTP inh
O=C(/C=C/c1cccc([N+](=O)[O-])c1)c1cccc(Br)c1
  . | 13
CC(C)(C)P(=O)(c1ccc(C(=O)O)cc1)C(C)(C)C
  . | -1
O=C(CN1C(=O)C2CC=C(Cl)CC2C1=O)N1CCCC1 (stereo not drawn)
  . | 6
CCc1ccccc1NC(=O)c1c(NC(=O)c2ccccc2Cl)sc2c1CCC2
  . | -1
O=C1CCCC2=C1C(c1ccc(OCc3ccccc3)cc1)Nc1ccc3ncccc3c12 (stereo not drawn)
  . | 6
Cc1cccc(-n2c(C)cc(C=C3C(=O)NC(=S)NC3=O)c2C)c1
  . | 6

Results (from the top)
Results follow in this order: BAP1 block | HePTP inh
O=C(/C=C/c1cccc([N+](=O)[O-])c1)c1cccc(Br)c1
  . | 13
CC(C)(C)P(=O)(c1ccc(C(=O)O)cc1)C(C)(C)C
  . | -1
O=C(CN1C(=O)C2CC=C(Cl)CC2C1=O)N1CCCC1 (stereo not drawn)
  . | 6
CCc1ccccc1NC(=O)c1c(NC(=O)c2ccccc2Cl)sc2c1CCC2
  . | -1
O=C1CCCC2=C1C(c1ccc(OCc3ccccc3)cc1)Nc1ccc3ncccc3c12 (stereo not drawn)
  . | 6
Cc1cccc(-n2c(C)cc(C=C3C(=O)NC(=S)NC3=O)c2C)c1
  . | 6
CC12CCC(C(=O)NCCN3CCCCC3)(CC1=O)C2(C)C (stereo not drawn)
  147 | -2
COc1ccc(-n2c(Cc3cccn3C)nnc2SCC(=O)Nc2ccccc2C)cc1
  96 | 6
COc1ccccc1N1CCN(C(=O)CN(c2cc(C)cc(C)c2)S(C)(=O)=O)CC1
  102 | -12
COc1ccc2[nH]c3c(NCCN4CCCCC4)ncnc3c2c1
  . | 12
O=C(CCCCCN1C(=O)CCC1=O)Nc1ncn[nH]1
  104 | -6
Nc1ccc(-n2c(N)c(C(=O)NCc3ccc4c(c3)OCO4)c3nc4ccccc4nc32)cc1
  52 | 2
Cc1cccn2c(=O)c(C=Nc3ccccc3)c(NCCO)nc12
  146 | 6
CCOC(=O)C(CC)n1cnc2c(cnn2-c2ccc(Cl)cc2)c1=O (stereo not drawn)
  105 | 8
O=C(c1cn(CC(=O)N2CCCC2)c2ccccc12)C1CCCCC1
  97 | 6
COc1ccc(N2C(=O)c3cccc4c([N+](=O)[O-])ccc(c34)C2=O)cc1
  . | 10
CC(C)OCCCNc1nc2c([nH]1)c(=O)n(C)c(=O)n2C
  110 | 3
O=C(O)c1ccc2c(=O)n3c4ccc(Cl)cc4nc3c3ccc(C(=O)O)c1c23
  65 | .
O=C(OCc1nc(-c2ccccc2)oc1COC(=O)c1ccco1)c1ccco1
  88 | -25
Cc1[nH]c2ccccc2c1/C=C(/C#N)C(=O)NCc1ccccc1
  . | 2
O=S(=O)(Nc1ccc(S(=O)(=O)N2CCCCC2)cc1)c1ccccc1
  . | 4
C=CCn1c(SC(CCO)C(=O)NCc2ccco2)nc2sc3c(c2c1=O)CCC3 (stereo not drawn)
  . | 4
CC(C)NC[C@H](O)COc1cccc2ccccc12
  100 | .
Cc1ccc(OCn2c(=O)sc3ccccc32)cc1
  65 | -10
C/C(=N\NS(=O)(=O)c1ccc(C)c([N+](=O)[O-])c1)c1ccc(N)cc1
  . | 0
O=C(CSc1nnc2c(n1)[nH]c1ccccc12)N(c1ccccc1)c1ccccc1
  . | -10
CCCCCc1c(O)c2ccccc2[nH]c1=O
  100 | 3
CCCn1c(SCC(=O)NCCc2ccc(Cl)cc2Cl)n[nH]c1=O
  99 | 8
CN(C)CC[C@@H](c1ccc(Br)cc1)c1ccccn1
  98 | .
COc1ccc(CCN2CC34C=CC(O3)C(C(=O)NCc3ccccc3)C4C2=O)cc1OC (stereo not drawn)
  . | 3
O=C1c2ccccc2C(=Nc2cc([N+](=O)[O-])ccc2O)C1c1ccc2ccccc2c1 (stereo not drawn)
  . | -7
CCc1ccccc1N(CC(=O)NCCc1ccccc1)S(C)(=O)=O
  . | -8
Cc1ccc(CNC(=O)c2ccc(CN3CCOCC3)cc2)cc1
  . | -3
CCC1CCC(NC2CCCCNC2=O)CC1 (stereo not drawn)
  100 | 1
CC(C)c1ccc(NC(=O)CSc2nnc(-c3ccccn3)n2C)cc1
  101 | -1
CC1(C)N=C(C(=O)c2ccccc2)N(O)C1(C)O (stereo not drawn)
  118 | 1
O=c1cc(C(F)(F)F)nc(-c2ccccc2)[nH]1
  97 | 7
CCOc1cccc(C2C(C(=O)OCCOC)=C(C)NC3=C2C(=O)CC(C)(C)C3)c1 (stereo not drawn)
  . | -1
Cc1cccc(C(=O)N2CCC(C)CC2)c1
  . | 6
CCOC(=O)c1ccc(NC(=O)CCc2ccc(CC)o2)cc1
  36* | 2
Cc1ccc(NC(=S)NC(=O)/C=C/c2ccccc2)cc1C
  . | -15
CN(C)/C=C1\C=C2C(=O)c3ccccc3N2C1=O
  . | 1
Cc1ccc(CN(c2ccc(C(=O)N3CCOCC3)cc2)S(C)(=O)=O)cc1
  91 | 2
COc1cc(NC(=O)c2cnn3c(C)cc(C)nc23)c(OC)cc1Cl
  . | 3
CC1(C)C2CCC(C2)C1(C)NC(=O)CN1CCOCC1 (stereo not drawn)
  102 | 3
Oc1ccc2ccccc2c1CN1CCOCC1
  . | 7
COc1ccc(CCNC(=O)C2CCN(S(=O)(=O)c3cccc4nsnc34)CC2)cc1OC
  . | 4
CC(N=C1NS(=O)(=O)c2ccccc21)c1ccccc1 (stereo not drawn)
  94 | -9&2
CN1CCN(CCCN2c3ccccc3Sc3ccc(C(F)(F)F)cc32)CC1
  55&82 | 14
O=C(NCc1ccccc1)C(=O)Nc1cccc(Cl)c1Cl
  . | 6
CC(=O)Nc1ccc(-c2ccco2)cc1
  . | -16
CCOC(=O)c1cnc(SCC(=O)Nc2sc(C)c(C)c2C#N)nc1N
  47* | 8
O=C(CSc1ccccn1)Nc1ccc2nc(SCC(=O)Nc3ccccc3F)sc2c1
  . | 4
Clc1ccc(N2CCN(/N=C/c3ccccc3Cl)CC2)cc1
  . | -11
COCCNC(=O)c1c[nH]c2ccc(OC)cc2c1=O
  93 | 12
CCOc1ccccc1C(=O)Nc1nc(-c2ccc(Br)cc2)cs1
  . | 9
Cc1ccc(O)c(C2=NOC(O)(C(F)(F)C(F)F)C2)c1 (stereo not drawn)
  96 | 8
COc1ccccc1CC(NC(C)=O)C(=O)NC1CCN(c2nnnn2-c2ccccc2)CC1 (stereo not drawn)
  97 | -1
Cc1nn(C(=O)c2cccs2)c(N)c1-c1ccccc1
  96 | 4
COc1ccccc1-c1cc(C(=O)NCc2cccs2)no1
  110 | -5

Part of the list above, with the structure last.
BAP1 block	HePTP inh	Compound
93	12	COCCNC(=O)c1c[nH]c2ccc(OC)cc2c1=O
.	9	CCOc1ccccc1C(=O)Nc1nc(-c2ccc(Br)cc2)cs1
96	8	Cc1ccc(O)c(C2=NOC(O)(C(F)(F)C(F)F)C2)c1 (stereo not drawn)
97	-1	COc1ccccc1CC(NC(C)=O)C(=O)NC1CCN(c2nnnn2-c2ccccc2)CC1 (stereo not drawn)
96	4	Cc1nn(C(=O)c2cccs2)c(N)c1-c1ccccc1
110	-5	COc1ccccc1-c1cc(C(=O)NCc2cccs2)no1

Next section.
Results follow in this order: BAP1 block | HePTP inh
COc1ccccc1S(=O)(=O)Cc1ccc(C(=O)NCCN2CCCC2)o1
  107 | 6
CCOC(=O)c1c(C)[nH]c(/C=N/O)c1O
  . | 3
Cc1cccc(OCCN2CCOCC2)c1
  . | 13
CCOc1ccc(-n2cc(C(=O)N3CCN(C)CC3)c3cc(OC)c(OC)cc3c2=O)cc1
  108 | -1
O=C1c2ccccc2-c2onc3c(N4CCCC4)cc(Nc4ccc(Cl)cc4)c1c23
  60 | .
NC(=O)c1cccc(NC(=O)c2ccccc2I)c1
  66 | -10
CC(C)NCC(O)c1cc(O)cc(O)c1 (stereo not drawn)
  96 | .
CN(C)CCCNC(=O)CC(c1ccc(F)cc1)c1ccco1 (stereo not drawn)
  . | -3
COC(=O)C(NC(=O)COc1ccc(Cl)cc1Cl)C(C)C (stereo not drawn)
  . | 7
COc1ccc(C(=O)N2CCC(C(=O)Nc3cccc(C)c3)CC2)cc1OC
  89 | 6
CC(=O)C1(Nc2ccccc2)CC(C)=NN1C(=O)c1ccccc1 (stereo not drawn)
  . | -15
COC(=O)c1ccccc1NC(=O)c1cc2ccccc2o1
  . | 3
CCOC(=O)c1ccc(NC2c3ccccc3C(=O)N2c2cccnc2)cc1 (stereo not drawn)
  100 | 9
COC(=O)C1CCN(C(=O)C2CCCCC2)CC1
  79 | 5
O=c1c2ccccc2c(=O)c2c1c(NCc1ccccc1)cc1oc3ccccc3[nH]c12
  102 | .
COc1ccc(/C=C/C(=O)Nc2ccc3c(c2)oc2ccccc23)cc1
  . | 8
COc1ccc(-c2csc(/C(C#N)=C\c3cc(OC)ccc3OC)n2)cc1
  . | 0
COc1ccc(OC)c(C2/C(=C(\O)c3ccc([N+](=O)[O-])cc3)C(=O)C(=O)N2CCCCCC(=O)O)c1 (stereo not drawn)
  . | 10
Fc1cccc(Cl)c1-c1nnc2ccc3ccccc3n12
  . | 3
COc1ccc(CCNc2cc(N3CCN(S(=O)(=O)N(C)C)CC3)ccc2[N+](=O)[O-])cc1OC
  . | 5
O=C(NC1CCCCCCC1)C1CCCN(S(=O)(=O)c2cnc[nH]2)C1 (stereo not drawn)
  100 | 6
CCOc1ccc(CCNC(=O)C2CCN(c3nnc(-n4cccc4)s3)CC2)cc1OCC
  92 | 8
COc1ccc(NS(=O)(=O)c2ccc3oc(Nc4ccc5c(c4)OCCO5)nc3c2)cc1
  53 | 3
O=C(C1CC(=O)N(C2CCCC2)C1)N1CCN(c2ccc(F)cc2)CC1 (stereo not drawn)
  98 | -1
NC(=O)C1CCCc2c1[nH]c1ccccc21 (stereo not drawn)
  . | -13
Cc1ccc(-c2cc(C(F)(F)F)n3ncc(C(=O)NCc4ccco4)c3n2)cc1
  40* | 12
O=C(O)C1CC=CCC1C(=O)Nc1ccc(-c2ccccc2)cc1 (stereo not drawn)
  . | -5
Cn1c2ccccc2c2nnc(SCc3ccc4nonc4c3)nc21
  . | 7
NCC(O)(CS(=O)(=O)O)c1ccc(Cl)cc1 (stereo not drawn)
  97 | .
O=C(Nc1ccccc1-c1ccccc1)c1cccc(I)c1
  . | -14
N#Cc1c(N)nc(SCC(=O)NC2CCCCC2)c(C#N)c1-c1ccc(Cl)cc1
  369 | 0
Cc1ccc(S(=O)(=O)n2c(C)nc3ccccc32)cc1
  . | -3
Cc1ccc(-c2cc3nc(C)c(Cl)c(C)n3n2)cc1
  . | 11
Cc1ccccc1NC(=O)C(=O)NCc1cccnc1
  . | 1
COc1ccc(NS(=O)(=O)c2c(C)[nH]c(=O)[nH]c2=O)c(OC)c1
  106 | 4
O=C(NCCC1=CCCCC1)c1cccc([N+](=O)[O-])c1
  . | -11
Cn1nnnc1SCC(=O)NC(=O)Cc1ccccc1
  107 | -4
CCN1CCN(c2ncnc3c2sc(=S)n3-c2ccccc2)CC1
  105 | 5
O=C(NCCN1C(=O)CCC1=O)c1ccncc1
  102 | -1
CSc1ccc(S(=O)(=O)N(CC(=O)N2CCC(C)CC2)c2ccc(C)cc2)cc1
  . | 9
COC(=O)c1ccccc1N1C(=O)C2C(C1=O)[C@H]1C=C[C@@H]2C1 (stereo partly drawn)
  105 | 10
COc1cccc(NC(=O)N2CCC(C(=O)Nc3ccc(C)cc3C)CC2)c1
  99 | 5
CC(C(=O)N1C(C)CCCC1C)N1C(=O)c2ccccc2C1=O (stereo not drawn)
  . | 8
COc1ccccc1CNC(=O)C1CC(=O)N(c2ccc(C)cc2)C1 (stereo not drawn)
  . | -10
O=C(Nc1ccc2nc(-c3ccc(Br)o3)[nH]c2c1)c1ccco1
  93 | -7
COc1ccc(-c2ccc(/C=C/C(=O)O)o2)cc1
  . | 8
CCCOc1ccc(Cc2c(O)[nH]c(=S)[nH]c2=O)cc1C
  . | 11
NC(=O)c1cc(NC(=O)c2cc3ccccc3cc2O)cc(C(N)=O)c1
  . | 10
CC(C)(C)NC(=O)c1cccc(NC(=O)c2ccc(NC(=O)c3ccco3)cc2)c1
  142 | 6
O=C(Nc1cccc(C(F)(F)F)c1)C1C2CC/C=C\CCC21 (stereo not drawn)
  . | -5
CCn1ccnc1C(O)c1cccc(OC)c1 (stereo not drawn)
  98 | -8&-8
Fc1ccc(-c2nnn(Cc3nn[nH]n3)n2)cc1
  . | -13
Cc1cc2c(cc1C)NC1(C(=O)Nc3ccccc31)C1=C(CC(C)(C)CC1=O)N2 (stereo not drawn)
  75 | 8
COc1ccc(N2CCN(C(=O)CN3C(=O)C4CC=CCC4C3=O)CC2)cc1 (stereo not drawn)
  133 | -5
CCOC(=O)c1ccc(COC(=O)CCc2nc3ccccc3[nH]c2=O)o1
  90 | 6
Nc1c(C(=O)NC2CC2)c2nc3ccccc3nc2n1-c1ccc2c(c1)OCO2
  77 | 3
Cc1ccc(NC(=O)c2cc(N3CCOCC3)nc3ccccc23)cc1
  99 | 6
CCC(=O)Nc1c(C#N)c2nc3ccccc3nc2n1C1CCCCC1
  109 | 24
CC(=O)CCN1C(=O)C(=O)c2ccccc21
  83 | .
COc1cccc(/C=C(\C#N)c2nc3ccc(C)cc3[nH]2)c1O
  . | -6

(further entries)
Results follow in this order: BAP1 block | HePTP inh
COc1ccc(C(=O)Nc2ccc(-c3cn4ccsc4n3)cc2)cc1S(=O)(=O)N1CCOCC1
  248 | 10
O=C(O)CCN1C(=O)/C(=C/c2ccc(-c3ccccc3[N+](=O)[O-])o2)SC1=S
  . | 70*
CSc1nc2ccc(Nc3nc(N4CCOCC4)nc(N4CCOCC4)n3)cc2s1
  101 | 10
COc1cc(NC(=O)c2ccccc2[N+](=O)[O-])ccc1NC(=O)c1cc2ccccc2o1
  . | 0
Cc1ccc(OCC(=O)N=Nc2c(O)[nH]c3ccc(Br)cc23)cc1
  . | 13
COc1ccc(/C=C/C(=O)Nc2ccccc2C(F)(F)F)cc1OC
  . | -12
